Screening results (PubChem)
BAP1 block = blocks human BAP1 ubiquitin-AMC hydrolysis. recombinant BAP1, Ub-AMC hydrolysis fluorescence kinetic; stronger effect = lower value. 0.48% of 72,000 active. activity remaining (% of control), % at 20 µM. AID 436. Q92560;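 active = activity remaining at or below 50% of control, provided the compound also passes the data quality filters; inactive = the rest, including low values that fail the filters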;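 note: 100% = DMSO wells rate and 0% = substrate alone blank rate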
HePTP inh = inhibitors of human HePTP phosphatase. recombinant HePTP phosphatase activity, OD absorbance. 0.64% of 110,000 active. AID 521. inhibition, % at 20 µM; in the data active = inhibition above about 50%;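 note: plate controls were vehicle for no effect and reference inhibitor for full effect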
Target sequence (P35236 whole entry, looked up): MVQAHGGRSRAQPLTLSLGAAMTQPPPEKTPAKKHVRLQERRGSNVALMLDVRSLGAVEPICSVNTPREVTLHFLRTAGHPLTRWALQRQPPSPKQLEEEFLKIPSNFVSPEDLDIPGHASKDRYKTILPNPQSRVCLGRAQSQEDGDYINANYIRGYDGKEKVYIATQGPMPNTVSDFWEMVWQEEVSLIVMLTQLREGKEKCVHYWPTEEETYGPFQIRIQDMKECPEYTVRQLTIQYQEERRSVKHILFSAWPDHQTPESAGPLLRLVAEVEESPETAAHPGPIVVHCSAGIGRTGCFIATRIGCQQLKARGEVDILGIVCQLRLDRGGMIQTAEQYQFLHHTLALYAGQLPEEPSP
The depositor's hits bear a star; . = no result given; & = joins results of further samples.

SMILES | BAP1 block | HePTP inh
COC(=O)c1ccccc1N(Cc1ccccc1)S(=O)(=O)c1ccccc1 | . | -10
O=C(NCCc1ccccc1F)C(=O)Nc1nccs1 | . | 4
COc1ccccc1CNC(=O)c1ccc(OC)c([N+](=O)[O-])c1 | . | -4
Cc1ccc(NC(=O)/C=C/c2cccc([N+](=O)[O-])c2)c(Br)c1 | . | -6
N#Cc1c(/N=C/c2cc(Br)ccc2O)sc2c1CCN(Cc1ccccc1)C2 | . | 1
O=C(c1ccc(Cl)cc1)N1N=C(c2ccc([N+](=O)[O-])cc2)CC1(O)C(F)(F)F (configuration not stated) | . | -10
O=C(Nc1ccc(C23CC4CC(CC(Cl)(C4)C2)C3)cc1)c1ccc(F)cc1 | 66 | .
O=C1NC(=S)NC(=O)C1=Cc1cc(Br)c(Sc2ccc(Cl)cc2)o1 | . | 76*
O=C(CN1C(=O)c2ccccc2C1=O)Nc1nnc(C2CCCO2)s1 (configuration not stated) | 133 | 8
CCC(C)C(=O)N1CCc2cc(-c3csc(N)n3)ccc21 (configuration not stated) | 101 | -9
COc1ccc(NC(C)=O)cc1NC(=O)CN1CCN(S(=O)(=O)c2ccc(C(C)C)cc2)CC1 | 94 | 7
O=C(O)CCN1C(=O)/C(=C/c2cccc3ccccc23)SC1=S | . | 3
O=C(/C=C/c1ccccc1)Nc1ccc(F)c(F)c1 | . | 5
CC1CCc2sc(NC(=O)c3cc(Cl)ccc3[N+](=O)[O-])c(C#N)c2C1 (configuration not stated) | 53 | .
CCOc1ccc(-c2nnc(SCc3nnc(-c4ccccc4)o3)n2-c2ccccc2F)cc1 | 89 | 8

Brought forward from above: 5 compounds; new compounds follow.
SMILES | BAP1 block | HePTP inh
COc1ccc(NC(C)=O)cc1NC(=O)CN1CCN(S(=O)(=O)c2ccc(C(C)C)cc2)CC1 | 94 | 7
O=C(O)CCN1C(=O)/C(=C/c2cccc3ccccc23)SC1=S | . | 3
O=C(/C=C/c1ccccc1)Nc1ccc(F)c(F)c1 | . | 5
CC1CCc2sc(NC(=O)c3cc(Cl)ccc3[N+](=O)[O-])c(C#N)c2C1 (configuration not stated) | 53 | .
CCOc1ccc(-c2nnc(SCc3nnc(-c4ccccc4)o3)n2-c2ccccc2F)cc1 | 89 | 8
CCOc1ccc(N2C(=O)/C(=C\c3cccc(OC)c3OC)C(C(=O)OC)=C2C)cc1 | . | -2
O=c1c(Cc2ccccc2)c(O)nc2n1CCCS2 | . | -10
CCOC(=O)c1ccc2c(c1)nc(SCC(=O)N1CCCCC1)n2CC | 100 | 6
Cc1cccc(OCC(O)CN2C(C)(C)CC(O)CC2(C)C)c1 (configuration not stated) | 70 | 4
c1ccc(CN2CCC3(CCCc4ccccc43)CC2)cc1 | 98 | .
CCn1c(NCc2cc(OC)ccc2OC)nc2ccccc21 | 95 | 0
CCN(CC)c1ccc(N2C(=O)/C(=C\c3cccs3)SC2=S)cc1 | . | 0
Cn1c(=O)cc(OCC(=O)Nc2ccccn2)c2ccccc21 | 97 | 2
COc1ccc(OC)c2sc(NC(=O)c3ccc(S(=O)(=O)N(C)C)cc3)nc12 | 101 | 0
c1cnc2c(c1)ccc1cccnc12 | 93 | .
O=C1C(Cl)=C(N2CCCCC2)C(=O)N1c1ccc(Cl)c(Cl)c1 | . | -1
Cc1ccc(/C=N/NC(=S)NC2CCS(=O)(=O)C2)cc1 (configuration not stated) | . | 7
O=C(CCN1C(=O)/C(=C/c2ccc(F)cc2)SC1=S)Nc1cc([N+](=O)[O-])ccc1O | . | 38
CCC(C)NC(=O)CN(c1ccc2c(c1)OCO2)S(=O)(=O)c1c(C)n[nH]c1C (configuration not stated) | 95 | 2
CCSc1cc(C2C(C#N)=C(N)OC(C)=C2C(=O)OC)c(C)o1 (configuration not stated) | 108 | 4
O=C(NC1CCN(Cc2ccccc2)CC1)C1CCCN(c2nnc(-n3cccc3)s2)C1 (configuration not stated) | 90 | 4
C=CCNC(=O)Nc1ccc(OCC)cc1 | 94 | 6
CC(C(=O)N1CCN(C=O)CC1)N1C(=O)c2ccccc2C1=O (configuration not stated) | 117 | 4
CCOc1ccc(/C=N/Nc2nnc(-c3ccccc3)c(-c3ccccc3)n2)c(O)c1 | . | 7
O=C1/C(=C/c2cccc(Cl)c2Cl)SC(=S)N1c1ccc([N+](=O)[O-])cc1 | . | -6
O=C(/C=C(\Cl)c1ccc([N+](=O)[O-])cc1)c1ccccc1 | . | 8
CCC(C)c1ccc(NC(=O)c2ccc3c(c2)OCCO3)c(O)c1 (configuration not stated) | . | 3
C=CCn1c(=O)/c(=C/c2ccc(F)cc2)s/c1=C(\C#N)c1nnc2n1CCCCC2 | 80 | 4
Cc1ccc(-c2nc3ccccc3s2)cc1NC(=O)c1ccc(Br)o1 | . | 2
O=[N+]([O-])c1ccc(-c2nc3ccc(Br)cn3[n+]2[O-])cc1 | . | -28
O=C(NC1CCCCC1)C1CCN(c2nnnn2-c2ccccc2)CC1 | 97 | 11
COC(=O)c1cn(NC(=O)c2ccncc2)c(=O)c2ccccc12 | . | 0
COc1ccc(N2CCN(Cc3nc(-c4ccc(Cl)cc4Cl)no3)CC2)cc1 | 89 | 13
CCN(CCCNC(=O)CCn1c(=O)[nH]c2ccccc2c1=O)c1ccccc1 | 91 | 7
COc1cc(OC)c(C(=O)Nc2ccc(S(=O)(=O)Nc3ncccn3)cc2)cc1OC | 90 | 9
COCCn1nnnc1C(c1cccs1)N1CCN(c2nc3ccccc3s2)CC1 (configuration not stated) | 105 | 1
O=C(c1ccccc1)N(c1ccccc1)C1C=CS(=O)(=O)C1 (configuration not stated) | 67 | 1
COC(=O)c1ccccc1NC(=O)Nc1cc(C)cc(C)n1 | 55 | -13
COc1ccc(CNC(=O)c2c(-c3c(Cl)cccc3Cl)noc2C)cc1 | . | 4
CN1C(=O)C2(NN=C(c3cccc4ccccc34)S2)c2ccccc21 (configuration not stated) | . | 3
O=C(c1csc2c1CCCC2)N1CCN(c2ccccc2)CC1 | 103 | 2
CC(NC(=O)C1CCCN(S(=O)(=O)c2cnc[nH]2)C1)c1ccccc1 (configuration not stated) | 93 | -1
Clc1cccc(Nc2c3c(nc4ncnn24)CCC3)c1 | 101 | 4
CCOC(=O)c1ccc(NC(=O)COc2ccccc2C)cc1 | . | 2
COc1cc(S(=O)(=O)N2CCCCC2)ccc1NC=O | . | 10
Cc1cc(C)n2nc(SCc3cc(=O)n4ccccc4n3)nc2n1 | 52 | 7
O=C(Nc1ccc2nn(-c3ccccc3)nc2c1)c1cccs1 | 108 | 2
CNC(=O)CC(C(=O)O)c1ccc(OC(C)C)cc1 (configuration not stated) | 152 | 7
COC(=O)CS(=O)(=O)c1ccc2c(c1)CC(=O)N2 | 101 | 1
O=C(Nc1ccn(Cc2ccc(Cl)cc2)n1)c1ccc2c(c1)OCO2 | 58 | 7
CC1CCc2c(sc(N)c2C(N)=O)C1 (configuration not stated) | 92 | 7&-6
COc1ccc(OC)c(N(CC(=O)Nc2cccc(Cl)c2)S(C)(=O)=O)c1 | . | -11
Cc1ccc(OCCNC(C)(C)C)c(Cl)c1 | . | -5
CCOc1ccccc1NC(=O)Cn1cnc2c(cnn2-c2ccc(C)c(C)c2)c1=O | 87 | -1
CCc1ccc(C2NC(=O)NC(C)=C2C(=O)OC(C)CC)cc1 (configuration not stated) | 81 | .
CC1=CC(=C2C(=O)c3ccccc3C2=O)C=C(C)O1 | 95 | 7
CCc1cc2c(=O)c(-c3ccc4c(c3)OCO4)coc2cc1OC | 183 | .
Cc1nc2sc(C(c3cccc(F)c3)N3CCC(O)CC3)c(O)n2n1 (configuration not stated) | 91 | 9
CCOc1ccc2c(c1)C(C)CC(C)(C)N2C(=O)Nc1ccc(Cl)cc1 (configuration not stated) | 127 | .
CCOc1ccc2nc(SC3CC(=O)N(c4ccc(OC)cc4)C3=O)sc2c1 (configuration not stated) | . | -6
N#CC(C(=O)CCN1C(=O)C2CC=CCC2C1=O)c1nc2ccccc2[nH]1 (configuration not stated) | 111 | 13
CS(=O)(=O)N(Cc1ccc(C(=O)Nc2ccc(F)cc2)cc1)c1ccccc1 | . | 8
COc1ccc(Cl)cc1/C=C(/C#N)C(=O)Nc1ccc(Cl)cc1 | . | 0
N/C(=N\OC(=O)c1ccc(Cl)cc1Cl)c1cccnc1 | . | -9
O=S1(=O)N=C2CCCCCN2C(c2ccncc2)N1 (configuration not stated) | 107 | 8
(more compounds)
SMILES | BAP1 block | HePTP inh
O=C1C2ON(c3ccccc3)C(c3ccco3)C2C(=O)N1c1ccc(N2CCOCC2)cc1 (configuration not stated) | . | 2
O=C(Nc1ccc(Cc2ccncc2)cc1)c1ccccc1Br | . | 2
COc1ccccc1NC(=O)c1cc(S(=O)(=O)N2CCC3(CC2)OCCO3)ccc1F | 92 | 4
O=C(COc1ccc(Cl)cc1)Nc1ccccc1C(F)(F)F | . | 0
COc1cccc(CNC(=O)Cn2cc3c(n2)CCCCC3)c1 | 96 | 2
CCCOC(=O)NC(c1ccccc1)C(Cl)(Cl)Cl (configuration not stated) | . | -10
COc1cc2nc(CN(C)CC(=O)Nc3ccc(N4CCOCC4)cc3)[nH]c(=O)c2cc1OC | 143 | 10
COc1cc(SC)ccc1C(=O)NCCCOC(C)C | 94 | 4
Cc1ccc(C)n1C1CCS(=O)(=O)C1 (configuration not stated) | 97 | 7
Cc1cc(NS(=O)(=O)c2ccc(N)cc2)no1 | 56 | 7
COc1ccc(/C=N/NC(=O)CSCC(=O)Nc2ccccc2)cc1OC | . | -6
O=C(CN1CCCCCC1)Nc1cccc2c1OCO2 | 104 | 9&3
Cc1nc2c(sc3nc(C)c(C)c(C)c32)c(=O)o1 | . | 31
COc1ccc(C(=O)Nc2ccc(S(=O)(=O)N3CCCCC3)cc2)cc1OC | 106 | 2&0
O=P(COCCO)(c1ccccc1)c1ccccc1 | 108 | 12
COC(=O)C1(S(=O)(=O)c2ccc(Cl)cc2)CCOCC1 | . | 6
C=CCNC(=O)CN1CCC(O)(c2ccc(F)cc2)CC1 | 114 | -12
O=C(c1cnn2c(-c3ccccc3)cc(-c3ccccc3)nc12)N1CCSCC1 | . | -19
COc1ccc(-c2cn3ccccc3n2)cc1OC | 170 | 6
CCOC(=O)CSc1nc2sc3c(c2c(=O)n1-c1ccccc1C)CCc1ccccc1-3 | . | 1
CC(O)/C=C/c1cccc[n+]1C (configuration not stated) | 92 | -3
O=C1CC(NCCc2ccccc2)C(=O)N1CCc1ccccc1 (configuration not stated) | . | 10
Oc1ccc(-c2cn3ccccc3n2)cc1O | . | 9
CSc1cccc(NC(=O)C2CCCN(S(=O)(=O)c3ccc(F)cc3)C2)c1 (configuration not stated) | 127 | 4
O=C(O)COc1ccc2c3c(c(=O)oc2c1)CCCC3 | . | 8
CC(C)N(C(=O)COc1ccc(Cl)cc1Cl)C(C)C | . | 0
CC1=C(C(=O)Nc2ccccc2)C(c2ccc(C)cc2)NC(=O)N1 (configuration not stated) | . | 3
N#Cc1c(NC(=O)CSCC(=O)O)sc2c1CCCC2 | 97 | 0
Cc1cc(C)n2nc(Nc3ccccc3)cc2n1 | . | 6
CCCCOc1cccc(C(=O)Nc2cccc(-c3nc4ncccc4o3)c2)c1 | . | 6
COC(=O)CN(c1cc(C)ccc1OC)S(=O)(=O)c1ccccc1 | . | 2
COc1ccc(Nc2nc(-c3ccc4ccccc4c3)cs2)cc1 | . | -5
O=C(c1sc2ccccc2c1Cl)N1CCN(Cc2ccccc2)CC1 | . | 103*
O=C(CN1CCC(n2nnc3cc(F)ccc32)CC1)Nc1ccc2c(c1)CCC2 | 112 | 16
CC(C)(C)NCCOc1ccc(Br)cc1 | . | -3
O=C(NCCN1C(=O)C2C3C=CC(C3)C2C1=O)Nc1ccccn1 (configuration not stated) | 94 | 12
CCOc1ccccc1NC(=O)CSc1nc2cccnc2n1C | 105 | 2
O=C(CNC(=O)c1cccc(F)c1)N=Nc1c(O)n(Cc2ccc3c(c2)OCO3)c2ccccc12 | . | -11
COc1ccccc1N1CCN(C(=O)CN(c2ccc(C)cc2C)S(=O)(=O)c2ccccc2)CC1 | . | 6
O=C(CSc1nnc(COc2ccccc2)o1)NCCc1ccccc1 | 103 | 6
CCOC(=O)c1ccc2c(c1)C1C=CCC1C(c1ccc([N+](=O)[O-])cc1)N2 (configuration not stated) | . | 8
CC(=O)Nc1ccccc1NC(=O)c1ccccc1[N+](=O)[O-] | . | -17
CCOC(=O)c1[nH]nc2c1C(=O)N(CC)C2=O | 95 | 5
COc1ccc(/C=C/C(=O)NC(=S)Nc2ccc(I)cc2)cc1 | . | -11
CCOc1ccc2c(C)cc(=O)oc2c1C | . | -2
CC(=O)NN1C(=O)c2ccc(-c3ccc4c(c3)C(=O)N(NC(C)=O)C4=O)cc2C1=O | . | -3

Whole records, quoted from the list:
`O=C(CNC(=O)c1cccc(F)c1)N=Nc1c(O)n(Cc2ccc3c(c2)OCO3)c2ccccc12` in the list: BAP1 block = .; HePTP inh = -11
`CCOC(=O)c1ccc2c(c1)C1C=CCC1C(c1ccc([N+](=O)[O-])cc1)N2` (configuration not stated) in the list: BAP1 block = .; HePTP inh = 8
`COc1ccccc1N1CCN(C(=O)CN(c2ccc(C)cc2C)S(=O)(=O)c2ccccc2)CC1` in the list: BAP1 block = .; HePTP inh = 6
